Assay outcomes (PubChem BioAssay)
Tb MetRS inh = Trypanosoma brucei MetRS inhibition. purified T. brucei MetRS, ATP depletion, Kinase-Glo luminescence. inhibition, % at 11.9 µM. 0.4% of 360,000 active. AID 624268;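 active means inhibition above a per-plate cutoff of the control wells' mean inhibition plus 3 SD, cut at about 5.5% in these data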;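 further: 0% = DMSO wells median and 100% = median of wells with control inhibitor compound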
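Material – parasite MetRS enzyme · Medium – HEPES-MgCl2-KCl buffer plus DTT, spermine, BSA, pyrophosphatase · Reagent – ATP, methionine and E. coli bulk tRNA substrates · Times – 15 min enzyme-compound preincubation, 2 h reaction, 10 min detection, 25 °C · Measured by – luminescence of leftover ATP · Evaluation – percent inhibition relative to median high and low control wells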
Rpn11 inh = Rpn11 (human) deubiquitinase inhibition. calls only at 20 µM. human 26S proteasome, Ub4-pepOG fluorescence polarization; 20S core pre-blocked with epoxomicin. O00487. 0.59% of 360,000 active;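 active means inhibition at 20 µM, scaled to each plate's controls, above about 33%, limit read from the data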
DNMT1 block = blocks human DNA methyltransferase DNMT1; DNMT1 molecular beacon, Hinp1I cleavage, fluorescence; inhibition (reported as % activation of signal), % at 10 µM; 0.83% of 360,000 active; AID 588458; in the data active means inhibition above about 50%
CSN deneddyl inh = blocks human CSN-mediated cullin deneddylation. Q92905. Purified CSN, SCF-Nedd8-OG deneddylation, fluorescence polarization. inhibition, % at 12.5 µM. 0.38% of 360,000 active;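 active means pattern-corrected inhibition above about 35%, with an unprinted fluorescence ratio check between 0.5 and 1.5, limit read from the data, passing the limit was not always enough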;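 further: 0% = enzyme with substrate and 100% = substrate without enzyme; some results filed as inactive read as strong as hits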
Target sequence (Q92905 whole entry, looked up, one chain of several): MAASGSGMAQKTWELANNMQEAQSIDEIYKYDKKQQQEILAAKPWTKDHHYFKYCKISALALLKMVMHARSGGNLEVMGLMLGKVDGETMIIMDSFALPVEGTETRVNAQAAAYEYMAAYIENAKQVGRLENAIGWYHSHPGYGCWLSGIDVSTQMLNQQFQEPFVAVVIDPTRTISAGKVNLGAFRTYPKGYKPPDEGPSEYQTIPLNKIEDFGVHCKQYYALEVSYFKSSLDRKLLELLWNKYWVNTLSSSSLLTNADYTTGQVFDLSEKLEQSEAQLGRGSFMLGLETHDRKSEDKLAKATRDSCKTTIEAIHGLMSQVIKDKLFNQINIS
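test system = HEK293T-derived human Csn5 enzyme | amount = 0.24 nM Csn5 enzyme, final concentration | medium = Tris/NaCl/DTT buffer, pH 7.5 | schedule = 90 min reaction at room temperature | signal = FP | evaluation = inhibition of Csn5 cleavage, % | compound dosing = single dose of 12.5 µM compound with 0.25% DMSO | probe or stimulus = 10 nM SCFSkp2-Nedd8OG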
LMPTP inh = LMPTP (human) inhibition. recombinant LMPTP-A, OMFP fluorogenic substrate, fluorescence intensity. inhibition, % at 20 µM. 0.22% of 360,000 active;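 active means compounds that cut the enzyme signal by at least half of the control window in the single-dose screen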;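 further: plate controls were DMSO wells with enzyme plus substrate for no effect and substrate without enzyme for full effect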
Target sequence (P24666 whole entry, looked up): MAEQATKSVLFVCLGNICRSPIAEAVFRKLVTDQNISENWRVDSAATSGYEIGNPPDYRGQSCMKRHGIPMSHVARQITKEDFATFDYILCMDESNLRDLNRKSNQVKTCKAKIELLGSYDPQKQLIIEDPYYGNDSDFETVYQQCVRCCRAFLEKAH
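Test system – LMPTP-A phosphatase enzyme · Quantity – 0.625 nM LMPTP-A final · Reagent – OMFP substrate, 400 µM final · Dosing – one test concentration per compound, 20 µM, with 3% DMSO overall · Timing – 50 min enzyme reaction at room temperature, protected from light · Detection – fluorescence intensity · Controls – substrate-only low control, DMSO enzyme-plus-substrate high control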
NadD inh = inhibitors of Staphylococcus aureus NadD; AID 602399; inhibition, % at 20 µM; 0.78% of 360,000 active; purified NadD enzyme, colorimetric absorbance read-out; in the data active means inhibition above about 26%; further: some compounds past the cut are filed as inactive
SUMO1-SIM PPI = modulators of human SUMO1-mediated protein-protein interactions; SUMO1 binding to a labelled peptide, TR-FRET, 1 h; inhibition, % at 20 µM; 0.33% of 360,000 active; in the data active means inhibition above about 37%
Target sequence (P63165 whole entry, looked up): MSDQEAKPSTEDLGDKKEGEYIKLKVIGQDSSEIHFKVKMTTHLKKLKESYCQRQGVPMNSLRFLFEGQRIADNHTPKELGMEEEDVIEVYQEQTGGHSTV
MsrA inhibitor = inhibitors of bovine MsrA | purified bovine MsrA, absorbance read-out | inhibition, % at 15.5 µM | 0.75% of 360,000 active | AID 651718; in the data active means inhibition above about 4.5%;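 further: 0% = vehicle wells with enzyme and 100% = reference inhibitor wells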
STEP inh = STEP (human) phosphatase inhibition | 0.25% of 360,000 active | P54829 | inhibition, % at 20 µM | recombinant STEP, OMFP fluorogenic substrate, fluorescence;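 active means inhibition at 20 µM, scaled per plate between control wells, above about 37%, limit read from the data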;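 further: 0% = DMSO with enzyme and substrate and 100% = substrate only without enzyme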
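Material: STEP (striatal-enriched tyrosine phosphatase) enzyme, cell-free | Medium: 50 mM Bis-Tris pH 6.0 with 2.5 mM DTT and 0.005% Tween 20 | Read-out: Percent inhibition scaled to no-enzyme and uninhibited-enzyme controls, plate-pattern corrected | Signal: Fluorescence read at 480 nm ex / 540 nm em | Times: 20 min reaction, room temperature, in the dark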
Scp-1 inhibitor = blocks human Scp-1 phosphatase activity | Q9GZU7 | Recombinant Scp1, phosphopeptide, malachite green phosphate absorbance | inhibition, % at 20 µM | 0.88% of 340,000 active | AID 493091;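 active means inhibition above about 50% at 20 µM, limit read from the data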;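 further: plate controls were DMSO wells with enzyme for no effect and wells lacking enzyme for full effect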
Target sequence (Q9GZU7 76-261 limits assumed): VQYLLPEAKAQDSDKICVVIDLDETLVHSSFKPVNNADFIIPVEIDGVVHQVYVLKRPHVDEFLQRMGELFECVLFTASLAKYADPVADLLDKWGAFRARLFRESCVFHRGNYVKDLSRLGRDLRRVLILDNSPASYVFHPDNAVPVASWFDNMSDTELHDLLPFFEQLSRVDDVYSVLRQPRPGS
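Test system: SCP-1 phosphatase catalytic domain, residues 76-261; measured by: colorimetric phosphate reagent with accelerator and stabiliser, absorbance at 630 nm; timing: enzyme reaction 45 min at room temperature, colour 5 min, stabilisation 30 min; also added: Phosphorylated 17-residue peptide substrate; compound dosing: one concentration, 20 µM, with 1.0% DMSO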
* marks the source's active call; other numbers are inactive results; i = inactive; / = no result given; + = active, no number.

#	Tb MetRS inh	DNMT1 block	Rpn11 inh	STEP inh	Scp-1 inhibitor	MsrA inhibitor	LMPTP inh	SUMO1-SIM PPI	CSN deneddyl inh	NadD inh	SMILES
1	-0.6	-10	i	-1	0	-0.2	0.0	5	2	-1	Cc1ccc(C(=O)O)cc1S(=O)(=O)N1CCSCC1
2	-0.2	63*	i	5	52*	6.8*	4.1	25	17	5	O=C(N/N=C/c1ccc(-c2ccccc2C(=O)O)o1)c1cccs1
3	-0.1	-6	i	0	/	-0.1	-2.1	-10	-6	1	CCN(CC(=O)Nc1ccc(OC)cc1)C(=O)c1cccc(S(=O)(=O)N2CCN(c3ccccc3)CC2)c1
4	-0.6	44	+	1	16	1.9	4.3	14	27	52*	N#Cc1c(-c2ccco2)cc(-c2ccc(F)cc2)nc1N
5	0.1	-2	i	1	-2	1.3	-0.3	1	-1	2	CCOCCCn1c(SCC(=O)Nc2ccc(OC)cc2)nc2ccccc2c1=O
6	3.6	5	i	-2	0	1.2	-0.5	6	6	0	Clc1ccc(NCc2cccnc2)c(Cl)c1
7	-0.3	12	i	1	-2	-0.4	-1.0	1	-7	2	COc1cccc(C(=O)Nc2cnc(NC(=O)c3ccco3)cc2C)c1
8	0.2	27	i	0	-6	-0.5	-4.1	-2	-6	3	FC(F)(F)c1cc(C(F)(F)F)c2ccc(N/N=C/c3ccccc3)nc2n1
9	-0.5	-3	i	2	-1	-1.1	-1.8	-15	-11	0	COc1ccc(-n2cnnc2SC(C)C(=O)Nc2cccc([N+](=O)[O-])c2)cc1 (stereo not drawn)
10	-0.7	3	i	3	16	1.4	3.4	5	8	-2	Cc1ccc(NC(=O)Cn2c(=O)oc3ccccc32)cc1Cl
11	-2.2	-3	i	0	0	-0.8	-0.9	-6	2	-8	COc1ccc(CCC(=O)NC2CCCN(Cc3ccc(Cl)cc3)C2)cc1OC (stereo not drawn)
12	-0.1	6	i	-2	/	1.0	3.2	-11	-3	8	Cc1cc(Br)cn2c(Cc3ccsc3)c(-c3cccc(Cl)c3)nc12
13	-1.2	0	i	0	1	1.4	-1.0	-5	-3	1	COc1ccc(-c2cc(C(F)F)n3ncc(C(=O)NCC4CCCO4)c3n2)cc1 (stereo not drawn)
14	-0.3	-2	i	0	-17	0.3	2.4	0	0	8	O=C(/C=C/c1ccco1)Nc1ccc(Oc2ccc(Cl)cc2)cc1
15	-0.8	2	i	-2	-1	0.9	-0.1	-23	4	-6	CCCCn1c(N)c(Sc2ccc([N+](=O)[O-])cc2)c(=O)[nH]c1=O
16	0.4	1	i	4	-3	2.0	0.4	-5	-6	3	COc1cc(F)cc(-c2ccc3c(c2)c(C#Cc2ccsc2)c(-c2cc(OC)cc(OC)c2)n3C)c1
17	-0.8	0	i	-2	-1	0.1	0.1	2	1	-2	CCN(CC)S(=O)(=O)c1ccc(N2CCOCC2)c(NS(=O)(=O)c2ccc(OC)cc2)c1
18	-1.2	9	i	-4	-3	-1.0	-0.4	0	-4	-4	O=S(=O)(NCc1ccccn1)c1ccc2c(c1)OCCO2
19	-0.7	-3	i	6	-14	-0.4	3.8	-1	-3	-3	CCOC(=O)CSc1nc2c(sc(=S)n2CCc2ccccc2)c(=O)n1Cc1ccco1
20	-0.1	-22	i	-2	/	-0.1	4.1	-5	4	8	Nc1cc(S(=O)(=O)c2ccc(N3CCCCC3)c(N)c2)ccc1N1CCCCC1
21	-0.9	-3	i	3	-9	0.4	-1.0	0	-1	-9	CCOC(=O)c1c(C)c(C(=O)NCc2ccc3c(c2)OCO3)c(C)n1C
22	-0.6	4	i	1	0	1.8	-0.7	1	-5	5	COc1ccc(OC)c(CNS(=O)(=O)c2c(C)nc3scc(C)n3c2=O)c1
23	-0.6	-39	i	-7	-9	-0.5	2.5	-2	-6	5	CC(C)C[C@H]1C(=O)N2CCC[C@H]2[C@]2(O)O[C@](NC(=O)[C@@H]3C=C4c5cccc6[nH]c(Br)c(c56)CC4N(C)C3)(C(C)C)C(=O)N12 (stereo partly drawn)
24	-0.1	-3	i	-1	-5	-0.4	-1.7	-2	0	5	COc1cccc(CN2CC(C(=O)NCC3CCOCC3)CCC2=O)c1 (stereo not drawn)
25	-0.1	1	i	0	-7	0.2	0.4	3	0	3	CCn1c(=O)c(=O)n(CC)c2cc(S(=O)(=O)N3CCc4ccccc43)ccc21
26	-0.3	-6	i	-1	0	0.9	0.6	-2	3	5	Clc1ccc(C2CC(c3ccco3)n3ncnc3N2)cc1Cl (stereo not drawn)
27	-0.4	3	i	4	6	0.2	-0.5	6	-1	-2	COc1cc(NC2c3ccccc3C(=O)N2c2cc(C)ccn2)cc(OC)c1OC (stereo not drawn)
28	0.4	5	i	1	0	-1.5	1.4	8	0	4	CCCNS(=O)(=O)c1cc2c3c(c1)CCN3C(=O)CC2
29	-0.1	-6	i	-2	/	0.4	-1.4	0	-1	-6	CS(=O)(=O)Nc1cccc(NC(=O)C2Cc3c(-c4cccc(C(N)=O)c4)ccnc3O2)c1 (stereo not drawn)
30	0.8	2	i	-3	-3	1.6	-0.4	-3	-2	-3	COc1ccc(OC)c(C2N(c3ccccn3)C(=O)C3CCCN32)c1 (stereo not drawn)

Shown as a hit in NadD inh, among the entries above:
#	Tb MetRS inh	DNMT1 block	Rpn11 inh	STEP inh	Scp-1 inhibitor	MsrA inhibitor	LMPTP inh	SUMO1-SIM PPI	CSN deneddyl inh	NadD inh	SMILES
4	-0.6	44	+	1	16	1.9	4.3	14	27	52*	N#Cc1c(-c2ccco2)cc(-c2ccc(F)cc2)nc1N

Complete entries, looked up by structure. Order of screens: Tb MetRS inh, DNMT1 block, Rpn11 inh, STEP inh, Scp-1 inhibitor, MsrA inhibitor, LMPTP inh, SUMO1-SIM PPI, CSN deneddyl inh, NadD inh
Profile of `COc1ccc(-n2cnnc2SC(C)C(=O)Nc2cccc([N+](=O)[O-])c2)cc1` (stereo not drawn) = -0.5, -3, i, 2, -1, -1.1, -1.8, -15, -11, 0
Profile of `Clc1ccc(NCc2cccnc2)c(Cl)c1` = 3.6, 5, i, -2, 0, 1.2, -0.5, 6, 6, 0
Profile of `FC(F)(F)c1cc(C(F)(F)F)c2ccc(N/N=C/c3ccccc3)nc2n1` = 0.2, 27, i, 0, -6, -0.5, -4.1, -2, -6, 3
Profile of `COc1ccc(OC)c(CNS(=O)(=O)c2c(C)nc3scc(C)n3c2=O)c1` = -0.6, 4, i, 1, 0, 1.8, -0.7, 1, -5, 5

Next section.
#	Tb MetRS inh	DNMT1 block	Rpn11 inh	STEP inh	Scp-1 inhibitor	MsrA inhibitor	LMPTP inh	SUMO1-SIM PPI	CSN deneddyl inh	NadD inh	SMILES
31	0.0	-5	i	0	-18	1.0	0.7	-14	0	5	CC(C)C(NS(=O)(=O)c1cccc2nsnc12)C(=O)Nc1nc2ccc(Cl)cc2s1 (stereo not drawn)
32	-0.2	2	i	-1	-5	-0.9	-1.4	-1	5	3	CCCn1c(N2CCOCC2)nc2c1c(=O)[nH]c(=O)n2C
33	-0.7	1	i	1	-5	1.2	-0.1	0	5	0	O=C(Cc1cccs1)Nc1cccc(C(=O)Nc2ccco2)c1
34	0.8	0	i	0	-6	4.0	-1.5	2	1	-3	Oc1ccc(/C=N/NC(=S)N2CCOCC2)cc1
35	0.0	22	i	0	17	-0.7	-1.3	3	5	-1	Cc1cccc(Cn2c(N3CCc4ccccc4C3)nc3c2c(=O)[nH]c(=O)n3C)c1
36	-0.6	4	i	0	-5	-0.4	-3.8	3	2	-4	Oc1ccccc1CNCCCN1CCOCC1
37	-0.9	-4	i	0	-8	-1.1	1.6	-1	-2	-9	CN(C)S(=O)(=O)c1ccc(NC(=O)N2CCN(c3ccccc3Cl)CC2)cc1
38	-0.9	-10	i	0	1	1.1	0.7	3	9	-2	O=C(Nc1ccc(C(=O)NCc2ccccc2Cl)cc1)C1=CSCCO1
39	-0.2	5	i	-1	5	1.3	1.2	3	-3	-4	Fc1ccc(NC(=S)NN=Cc2ccccc2Cl)cc1
40	-0.5	5	i	-3	1	-0.6	0.6	1	-1	6	O=C(CSc1oc(-c2ccc(F)cc2)nc1S(=O)(=O)c1ccc(F)cc1)NCC1CCCO1 (stereo not drawn)
41	-0.1	0	i	6	-8	-0.3	1.9	3	-6	-5	Cc1nc(OCC(=O)c2ccc(Cl)cc2)c(C#N)c2c1COC(C)(C)C2
42	-1.8	-5	i	0	-5	0.3	2.6	-1	0	0	FC(F)(F)c1cc(-c2cccs2)nc(N2CCOCC2)n1
43	0.3	0	i	-2	-6	0.1	-0.8	-2	-2	-7	CCc1c(C)sc(NC(=O)/C=C/C(=O)O)c1C(N)=O
44	0.3	-1	i	1	-3	-0.3	-0.8	4	-1	-1	O=C(NNC(=O)c1ccccc1Cl)c1cccnc1
45	-0.5	10	i	-1	-2	0.3	1.2	1	-2	12	CSCC(=O)Nc1cc(C)on1
